Screening results as filed in PubChem.
BAZ2B inh: inhibitors of human BAZ2B bromodomain | Q9UIF8 | AlphaScreen BAZ2B-H3K14Ac peptide displacement | Potency, µM (titrated, usually from 114 µM), inactives show top-dose activity change, negative = inhibition, usual class: inhibitors | 360,000 tested, 4.4% active; note: potency is the fitted concentration of half-maximal effect; % is set by controls: 0 for no effect and ±100 for the full control effect; nearly all actives have a fitted effect of over 60% in size
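AlphaScreen displacement of biotin-H3(5-23)K14Ac peptide (50 nM final) from BAZ2B (50 nM final) in PBS pH 7.4, 0.01% Tween-20; complex preformed 30 min RT, then compounds (top 110 uM) 30 min RT, beads 20 min dark.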
JMJD2A Tudor: inhibitors of human JMJD2A Tudor domain | O75164 | AlphaScreen JMJD2A-Tudor / H3K4me3 peptide binding | Potency, µM (top dose mostly 114 µM), for inactives: at the highest dose activity change, negative = inhibition, actives largely listed as inhibitors | 390,000 tested, 4.4% active | AID 504339; note: potency is the fitted concentration of half-maximal effect; % is set by controls: 0 for no effect and ±100 for the full control effect; nearly all actives have a fitted effect of over 50% in size
Target sequence (O75164 whole entry, looked up, the tested form may be a part): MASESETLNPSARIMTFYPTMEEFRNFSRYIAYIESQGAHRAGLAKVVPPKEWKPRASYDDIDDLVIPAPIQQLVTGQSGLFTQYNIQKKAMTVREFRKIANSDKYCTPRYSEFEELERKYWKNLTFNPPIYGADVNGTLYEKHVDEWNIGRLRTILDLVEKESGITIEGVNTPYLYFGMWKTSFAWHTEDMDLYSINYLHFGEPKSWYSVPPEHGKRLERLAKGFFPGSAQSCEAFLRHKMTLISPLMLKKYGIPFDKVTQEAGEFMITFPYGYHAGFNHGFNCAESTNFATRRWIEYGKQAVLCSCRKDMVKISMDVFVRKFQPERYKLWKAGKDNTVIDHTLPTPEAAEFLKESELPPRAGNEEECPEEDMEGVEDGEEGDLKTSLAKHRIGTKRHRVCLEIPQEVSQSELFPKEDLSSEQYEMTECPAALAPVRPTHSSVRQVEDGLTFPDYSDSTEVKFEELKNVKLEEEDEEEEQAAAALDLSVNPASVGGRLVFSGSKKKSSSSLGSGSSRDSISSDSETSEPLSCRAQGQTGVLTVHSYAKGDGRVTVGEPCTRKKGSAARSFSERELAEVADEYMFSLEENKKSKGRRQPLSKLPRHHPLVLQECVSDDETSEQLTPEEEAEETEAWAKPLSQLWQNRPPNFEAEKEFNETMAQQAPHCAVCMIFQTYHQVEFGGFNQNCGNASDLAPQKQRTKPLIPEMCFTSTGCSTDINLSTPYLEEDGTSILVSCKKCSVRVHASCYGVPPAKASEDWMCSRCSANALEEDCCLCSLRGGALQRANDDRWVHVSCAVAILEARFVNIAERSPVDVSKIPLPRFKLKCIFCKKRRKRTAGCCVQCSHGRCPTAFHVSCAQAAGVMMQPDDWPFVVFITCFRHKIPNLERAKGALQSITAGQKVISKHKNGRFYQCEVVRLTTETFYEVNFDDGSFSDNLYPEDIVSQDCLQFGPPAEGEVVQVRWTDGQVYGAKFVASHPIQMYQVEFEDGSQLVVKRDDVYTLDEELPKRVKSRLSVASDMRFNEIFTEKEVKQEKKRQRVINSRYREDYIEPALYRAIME
G9a inh: G9a (human) methyltransferase inhibition; Q96KQ7; Potency, µM (highest dose often 102 µM), without a hit: at the highest dose activity, negative = inhibition, usual class: inhibitors; 350,000 tested, 8.8% active; G9a H3K9 monomethylation, AlphaScreen, 2 h; note: potency is the fitted concentration of half-maximal effect; % is set by controls: 0 for no effect and ±100 for the full control effect; nearly all actives have a fitted effect of over 75% in size
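Readings reflect AlphaScreen signal from monomethyl-H3K9 antibody detection. HMT at 20 nM; substrate b-H3K9 500 nM; cofactor SAM 20 uM; 2 h RT reaction; compounds tested as titrations in qHTS with 15 min preincubation.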
GLS inhibitor: glutaminase GLS (human) inhibition. GLS enzymatic activity, qHTS titration. Potency, µM (titrated, usually from 45.5 µM), without a hit: at the top dose activity change, negative = inhibition, most hits filed as inhibitors. 410,000 tested, 0.21% active. AID 624170; note: potency is the fitted concentration of half-maximal effect; % is set by controls: 0 for no effect and ±100 for the full control effect
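Compounds were pin-transferred onto hKGA, after which L-glutamine (1 mM solution) and a detection mix of glutamate oxidase, HRP and Amplex Red were added. Initial and 30 min RT fluorescence reads were collected.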
Tb PGK inh: blocks T. brucei phosphoglycerate kinase; PGK/GAPDH coupled, Kinase-Glo luminescence, 60 min; 380,000 tested, 0.043% active; P07378; Potency, µM (series often up to 57.5 µM), without a hit: at the highest dose activity change, negative = inhibition, actives largely listed as inhibitors; note: potency is the fitted concentration of half-maximal effect; % is set by controls: 0 for no effect and ±100 for the full control effect; nearly all actives have a fitted effect of over 60% in size
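Luminescent ATP detection (Kinase-Glo Plus) follows a 60-minute room-temperature incubation, with wells lacking PGK as controls. Buffer: 100 mM TEA (pH 7.6), 5 mM MgCl2, 0.01% Tween-20. Coupling enzyme GAPDH (100 nM final) supplies unstable 1,3-BPG in-well.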
Pin1 inh: blocks the human prolyl isomerase Pin1 | Q13526 | Pin1 FP peptide displacement, HiFluor488, 10 min | Potency, µM (top dose mostly 115 µM), without a hit: at the top dose activity, negative = inhibition, usual class: inhibitors | 390,000 tested, 0.009% active; active = well fitted inhibition curve with a large enough effect in the polarisation, with a control signal flat, not every such curve was filed as active; inconclusive = small, poorly fitted or top-dose-only effect, or effect the other way, or a change in a side signal; inactive = no such curve, though single readings can be large or run the other way; the % refers to the polarisation; note: potency is the fitted concentration of half-maximal effect; % is set by controls: 0 for no effect and ±100 for the full control effect
PI4K2A block: PI4K2A (human) kinase inhibition. Q9BTU6. purified PI4K2A, ADP-Glo luminescence, 1 h; stronger effect = lower value. activity change, negative = inhibition, % at 76.9 µM. 420,000 tested, 0.13% active. AID 1346378; in the data active = activity change below about -50%; inconclusive = mostly about -30% to -49%;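 note: -100% = wells without enzyme as full effect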
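PI4K2A activity was measured by ADP-Glo luminescence: enzyme (4 ug/mL stock) and phosphatidylinositol (1.2 mM stock) in Tris pH 7.5/MgCl2/EGTA/Triton X-100 buffer were reacted with ATP (300 microM stock) for one hour at ambient temperature.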
Pol eta inh: inhibitors of human DNA polymerase eta | Q9Y253 | recombinant Pol eta, fluorescent DNA replication assay | Potency, µM (doses to about 114 µM), without a hit: at the highest dose activity change, negative = inhibition, most hits filed as inhibitors | 390,000 tested, 1.2% active | AID 588591; note: potency is the fitted concentration of half-maximal effect; % is set by controls: 0 for no effect and ±100 for the full control effect
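Pol eta at 10 nM preincubated with compounds 15 min at room temperature; reaction started with fluorescent substrate (50 nM final) and read kinetically at 0 and 10 min.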
HP1b binding inh: HP1-beta chromodomain-methylated histone interaction inhibition; P83916; AlphaScreen HP1-beta / biotin-H3K9me3 peptide binding; Potency, µM (series often up to 114 µM), inactives show at the highest dose activity change, negative = inhibition, usual class: inhibitors; 390,000 tested, 0.56% active; note: potency is the fitted concentration of half-maximal effect; nearly all actives have a fitted effect of over 70% in size; inactives centre near 23
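AlphaScreen: HP1-beta (50 nM) preformed 30 min with biotin-H3(1-18)K9me3 peptide (50 nM) in PBS pH 7.4, 0.01% Tween-20. Compound added for 30 min at RT, then streptavidin donor/nickel chelate acceptor beads (10 ug/mL) for 30 min.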
* hit, by the source's call; i = inactive; ? = inconclusive; nt = not tested or not shown; [ ] = dose if it differs, or a comment. Unless noted, calls come from the whole dose curve; as a rule, active = well fitted curve in the direction sought with a large enough effect; inconclusive = small, poorly fitted or top-dose-only effect, or another doubt; inactive = no such curve, though single readings can be large; an effect the other way counts as inactive or inconclusive.

1: COC(=O)c1ccccc1OCCCOc1ccc(C=O)cc1OC
2: Cc1nn2c(-c3ccco3)nnc2c2ccccc12
3: Cc1nc(SCC(=O)Nc2ccccc2)c2oc3ccccc3c2n1
4: Cc1ccc(CNC(=O)c2ccc3c(c2)N(Cc2ccccc2Cl)C(=O)CS3)cc1
5: COc1ccc(O)c(/C=N/Nc2nc3ccccc3[nH]2)c1
6: O=C1c2ccccc2C(=O)N1CCCOc1ccccc1
7: COc1ccc2nc(N=Nc3ccc(O)c4ccccc34)sc2c1
8: CC(NC(=O)C1CCC1)c1ccccc1 (centres undefined)
9: O=C(Nc1ccccc1C(=O)N/N=C/c1ccco1)c1ccc(Cl)cc1
10: CC(C)CN(CCCNC(=O)Cn1ncc2c3ccccc3n(C)c2c1=O)CC(C)C
entry no.	1	2	3	4	5	6	7	8	9	10
HP1b binding inh	38%	46%[activator]	33%	24%	48%[activator]	88%[activator]	?	19%	23%	17%
GLS inhibitor	-11%	nt	1%	4%	-2%	0%	2%	2%	2%	7%
Pol eta inh	-9%	1%	-18%	-3%	-17%	-18%	?	4%	-11%	-18%
G9a inh	10%[12.7 µM]	-42%[59 µM]	-5%	4%[59 µM]	?	26%[59 µM]	3.2µM*	-1%[12.7 µM]	0%	-3%[59 µM]
PI4K2A block	2	3	0	-2	-4	1	0	8	-2	-3
Tb PGK inh	-13%	-9%	4%	1%	-7%	-2%	-25%	-3%	nt	i
JMJD2A Tudor	7%	5%	-8%	8%	-2%	23%	?	-12%	-25%	-13%
Pin1 inh	6%	-7%	5%	12%	3%	54%[activator]	2%	-6%	0%	-11%
BAZ2B inh	-6%	2%	-3%	0%	-34%	51%[activator]	2.8µM*	5%	-1%	2%

Continued, starting with the last 4 of the part before.
7: COc1ccc2nc(N=Nc3ccc(O)c4ccccc34)sc2c1
8: CC(NC(=O)C1CCC1)c1ccccc1 (centres undefined)
9: O=C(Nc1ccccc1C(=O)N/N=C/c1ccco1)c1ccc(Cl)cc1
10: CC(C)CN(CCCNC(=O)Cn1ncc2c3ccccc3n(C)c2c1=O)CC(C)C
11: O=C(c1ccc2c(c1)N(Cc1ccccc1F)C(=O)c1ccccc1S2)N1CCOCC1
12: CCOC(=O)c1ccc(NC(=O)C(=O)NCc2ccncc2)cc1
13: Cc1ccc2c(c1)C(=O)C(=O)N2Cc1ccc(C(F)(F)F)cc1
14: COc1cc(OC)cc(-c2c(-c3cccs3)c3cc(-c4ccc5[nH]ccc5c4)ccc3n2C)c1
15: O=C1C(=O)N(C2CCCC2)C(=O)N1Cc1c(F)cccc1Cl
16: COc1ccc(N2C(=O)CC(N3CCN(c4ccccc4F)CC3)C2=O)cc1 (centres undefined)
17: COc1ccc2c3n(nc2c1)CCN=C3c1ccc(C)cc1
18: COc1ccccc1N1CC(C)(C)C(=O)N(C(=O)c2c(F)cccc2Cl)C1=S
19: CCOC(=O)C1CCN(C(=O)COC(=O)c2cccc(F)c2)CC1
20: C[C@H](OC(=O)N1CCN(C(c2ccccc2)c2ccccc2)CC1)[C@@H]1O[C@@]2(C)CCC[C@H]1O2
entry no.	7	8	9	10	11	12	13	14	15	16	17	18	19	20
HP1b binding inh	?	19%	23%	17%	21%	20%	1%	26%	26%	21%	49%[activator]	20%	28%	24%
GLS inhibitor	2%	2%	2%	7%	0%	-1%	-5%	3%	10%	3%	5%	0%	-1%	12%
Pol eta inh	?	4%	-11%	-18%	-15%	2%	-18%	-12%	-4%	10%	-12%	-10%	-10%	-14%
G9a inh	3.2µM*	-1%[12.7 µM]	0%	-3%[59 µM]	nt	-1%[59 µM]	nt	6%[0.501 µM]	-39%	?	-3%[12.7 µM]	nt	-1%	-9%[2.33 µM]
PI4K2A block	0	8	-2	-3	2	-7	9	1	1	0	6	-3	-2	1
Tb PGK inh	-25%	-3%	nt	i	1%	nt	i	-9%	i	nt	-7%	-2%	-7%	7%
JMJD2A Tudor	?	-12%	-25%	-13%	-12%	-12%	-31%	-27%	-13%[11.4 µM]	-12%	-19%	?	4%	-20%
Pin1 inh	2%	-6%	0%	-11%	0%	4%	?	?	-2%	1%	1%	2%	-7%	-4%
BAZ2B inh	2.8µM*	5%	-1%	2%	-34%	2%	nt	1%	nt	-4%	-7%	?	-2%	1%

Part of the list above in order of SMILES length, smallest number first.
13: Cc1ccc2c(c1)C(=O)C(=O)N2Cc1ccc(C(F)(F)F)cc1
18: COc1ccccc1N1CC(C)(C)C(=O)N(C(=O)c2c(F)cccc2Cl)C1=S
14: COc1cc(OC)cc(-c2c(-c3cccs3)c3cc(-c4ccc5[nH]ccc5c4)ccc3n2C)c1
entry no.	13	18	14
HP1b binding inh	1%	20%	26%
GLS inhibitor	-5%	0%	3%
Pol eta inh	-18%	-10%	-12%
G9a inh	nt	nt	6%[0.501 µM]
PI4K2A block	9	-3	1
Tb PGK inh	i	-2%	-9%
JMJD2A Tudor	-31%	?	-27%
Pin1 inh	?	2%	?
BAZ2B inh	nt	?	1%

The list goes on.
21: Cc1cc2oc(=O)cc(C)c2cc1NC(=O)CCl
22: ON=C1c2ccccc2-c2cc(Br)ccc21
23: CCn1c(C)c(C(C)=O)c(N2CCCCC2)nc1=S
24: CC(CNC(=O)c1ccc(Cn2c(SCc3ccccc3)nc3cccnc32)cc1)c1ccccc1 (centres undefined)
25: Cc1ncc(CSc2nc3ccccc3[nH]2)c(N)n1
26: Cc1ccc(NC(=O)CC2SC(=O)N(c3ccccc3)C2=O)cc1 (centres undefined)
27: CC(=O)C1=C(C)Nc2ncnn2C1c1ccccc1 (centres undefined)
28: Nc1ccc(Oc2cc(N)cc(Oc3ccccc3)c2)cc1
29: OCc1nnn(-c2cccc(C(F)(F)F)c2)c1CO
30: C/C(=N\NC(=O)Cc1ccc(Cl)cc1)c1cccnc1
entry no.	21	22	23	24	25	26	27	28	29	30
HP1b binding inh	22%	3%	30%	-13%	21%	8%	39%[activator]	?	9%	33%
GLS inhibitor	14%	0%	4%	12%	0%	11µM*	3%	1%	-6%	-11%
Pol eta inh	-12%	-15%	-7%	-6%	-3%	-12%	-23%	-10%	-10%	3%
G9a inh	nt	nt	45µM*	-39%[59 µM]	12%[59 µM]	?	56%[activator]	?	7%[0.0925 µM]	5%
PI4K2A block	2	2	-3	1	-1	24	2	-1	3	0
Tb PGK inh	-9%	-17%	2%	0%	-1%	-10%	8%	1%	5%	-4%
JMJD2A Tudor	-6%	-31%	-16%	-20%	-4%	-21%	-2%	?	-10%[11.4 µM]	-3%
Pin1 inh	2%	-2%	-2%	?	1%	4%	3%	4%	2%	2%
BAZ2B inh	8%	nt	14%	-11%	15%	-6%	6%	50µM*	10%	-3%

31: CCN(CC(=O)Nc1c(F)cccc1F)C(=O)C1CCN(S(=O)(=O)c2ccc(F)cc2)CC1
32: Cc1ccc(C(=O)CSC2=C(C#N)C(c3ccco3)C3=C(CC(C)(C)CC3=O)N2)cc1 (centres undefined)
33: CCn1c(C)c(Br)c(=O)c(C(=O)OC)c1-c1ccc(Cl)cc1
34: O=C1CC(N2CCN(S(=O)(=O)c3ccccc3F)CC2)C(=O)N1c1ccccc1F (centres undefined)
35: Cc1cc(C(=O)NCc2cccnc2)no1
36: Cc1ccc(S(=O)(=O)c2cn(C)c3cc(N4CCOCC4)c(F)cc3c2=O)c(C)c1
37: CCC(C)N1CNc2c(c(=O)[nH]c(=S)n2-c2cccc(C)c2)C1 (centres undefined)
38: Cc1ccc(S(=O)(=O)N2CCN(Cc3ccccc3)CC2)c(C)c1NS(C)(=O)=O
39: COc1ccc(CCNC(=O)CN2C(=O)COc3ccc(S(=O)(=O)N4CCOCC4)cc32)cc1OC
40: COc1ccc(S(=O)(=O)NCc2ccc(C(=O)N3CCN(Cc4ccccc4)CC3)cc2)cc1
41: CC(C)c1ccc(C2=CC(c3cccc(Cl)c3)n3c(nc4ccccc43)N2)cc1 (centres undefined)
42: CC(C)CN(CC(C)C)S(=O)(=O)N1CCC(C(=O)NCc2ccc3c(c2)OCO3)CC1
entry no.	31	32	33	34	35	36	37	38	39	40	41	42
HP1b binding inh	24%	2%	61%[activator]	?	23%	16%	50%[activator]	33%	41%[activator]	24%	93%[activator]	7%
GLS inhibitor	-7%	-1%	1%	-6%	-8%	-5%	-18%	-9%	-3%	8%	-14%	-13%
Pol eta inh	-23%	-10%	-9%	-9%	-2%	5%	2%	3%	-19%	-1%	-23%	-8%
G9a inh	3%[0.501 µM]	40µM*	3%[12.7 µM]	nt	-42%[59 µM]	0%[59 µM]	-6%	1%[59 µM]	4%	nt	?	-3%
PI4K2A block	0	0	-1	9	8	0	0	-2	3	-5	0	-2
Tb PGK inh	8%	-9%	nt	-3%	i	-1%	3%	i	6%	-6%	-10%	-4%
JMJD2A Tudor	-7%	?	6%	16µM*	9%	-15%	-4%	-6%	-6%	-14%	6%	-20%
Pin1 inh	-2%	?	-1%	-3%	-18%	-11%	8%	1%	5%	-8%	15%	-3%
BAZ2B inh	10%	?	0%	nt	7%	-2%	-2%	-7%	0%	?	4%	4%

A portion of the library (hit frequency here may not be typical).
